# ATXN2 expr inh = ATXN2 expression inhibition. Potency, µM (top dose mostly 57 µM), inactives show at the highest dose activity change, negative = inhibition, actives largely listed as inhibitors. HEK-293 ATXN2-luciferase reporter, luminescence, 24 h. 0.72% of 360,000 active; note: potency is the fitted concentration of half-maximal effect; % is set by controls: 0 for no effect and ±100 for the full control effect; nearly all actives have a fitted effect of over 55% in size
#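 ATXN2-luciferase reporter cells (luciferase flanked by upstream and downstream ATXN2 gene portions) were treated 24 h at 37 °C with compounds at up to 57 uM. SteadyGlo luminescence gave expression; GF-AFC fluorescence gave viability.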
# KB-V1 MDR tox = KB-V1 MDR subline cytotoxicity; KB-V1 MDR cells viability, CellTiter-Glo, 72 h; Potency, µM (series often up to 46.1 µM), without a hit: at the highest dose activity change, negative = cytotoxicity, usual class: cytotoxic; 3.4% of 400,000 active; note: potency is the fitted concentration of half-maximal effect; % is set by controls: 0 for no effect and ±100 for the full control effect; nearly all actives have a fitted effect of over 60% in size
#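 Luminescent ATP read-out (CellTiter-Glo, 10 min) measures survival of drug-selected KB-V1 MDR cells after 72 h, 37 degrees C compound exposure. Medium: phenol-red-free DMEM, 10% FBS. Values from fitted concentration-response curves.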
# HT1080 IDH1KD tx = kills HT-1080 cells with IDH1 knockdown; HT-1080 IDH1 knockdown viability, ATP luminescence, 48 h; Potency, µM (highest dose often 46.1 µM), inactives show at the highest dose activity, negative = toxicity, actives largely listed as cytotoxic; 2% of 360,000 active; AID 686971;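 note: potency is the fitted concentration of half-maximal effect; 0% = DMSO wells and -100% = cell-free medium wells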
#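 Assay cells: HT-1080 with IDH1 knockdown, 750 per well, RPMI/5% FBS. Exposure: 48 h at 37 °C following 2 h pre-incubation. Read: CellTiter-Glo luminescence; fitted concentration-response, curve class assigned.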
# HT1080NT lethal = kills 2HG-producing HT-1080-NT fibrosarcoma cells | HT-1080-NT fibrosarcoma viability, CellTiter-Glo ATP luminescence, 48 h | Potency, µM (series often up to 46.1 µM), inactives show at the top dose activity, negative = less viability, usual class: cytotoxic | 1.6% of 360,000 active;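 note: NT is the 2HG producing partner of a matched IDH1 knockdown line; potency is the fitted concentration of half-maximal effect; 0% = DMSO-treated cells and -100% = media-only wells without cells; nearly all actives have a fitted effect of over 55% in size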
#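 750 cells/well, RPMI + 5% FBS; 2 h settle, compound pin-transfer, 48 h at 37 degrees C. CellTiter-Glo 10 min RT, luminescence. Normalized to DMSO and media-only wells.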
# ATXN viability = cell viability loss in ATXN counter-screen; 0.49% of 400,000 active; S2 cells (HEK-293 line with an ATXN2-luciferase reporter) viability, CellTiter-Fluor protease fluorescence, 24 h; Potency, µM (series often up to 56.7 µM), actives largely listed as cytotoxic; note: potency is the fitted concentration of half-maximal effect; nearly all actives have a fitted effect of over 40% in size
# SW480 rereplic = DNA re-replication induction in SW480 cells; 1.8% of 340,000 active; Potency, µM (top dose mostly 46.1 µM), for the others: top-dose re-replication activation, actives largely listed as activators; SW480 DNA re-replication, Hoechst DNA content imaging, 48 h; note: potency is the fitted concentration of half-maximal effect; % of control where 0% means no effect; nearly all actives have a fitted effect of over 55% in size
#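 Per well, 250 cells were exposed to pinned compound for 48 hr. Nuclear DNA was visualised with Hoechst (40 min, 37 C) and total object intensity recorded by fluorescence scanning.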
# KB-3-1 tox = KB-3-1 parental cell cytotoxicity; KB-3-1 viability, CellTiter-Glo ATP luminescence, 72 h; AID 1347075; 1.4% of 400,000 active; Potency, µM (series often up to 46.1 µM), for inactives: top-dose activity change, negative = cytotoxic, usual class: cytotoxic; note: potency is the fitted concentration of half-maximal effect; % is set by controls: 0 for no effect and ±100 for the full control effect; nearly all actives have a fitted effect of over 60% in size
#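 72 h, 37 °C compound treatment of KB-3-1 parental cells; CellTiter-Glo added, 10 min, luminescence read. Data corrected against DMSO-only plates and normalized before curve fitting.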
# MCF10A rereplic = DNA re-replication induction in MCF 10a cells; MCF 10A DNA re-replication, Hoechst nuclear intensity, 48 h; Potency, µM (titrated, usually from 46.1 µM), inactives show top-dose activity, positive = re-replication, most hits filed as activators; 2.9% of 350,000 active; AID 624296; note: potency is the fitted concentration of half-maximal effect; % of control where 0% means no effect; nearly all actives have a fitted effect of over 50% in size
# IL1B secr inh = blocks inflammasome-driven IL-1 beta release. THP-1 LPS/ATP IL-1B secretion, AlphaLISA, 16 h; hits give low values. activity change, % at 57.5 µM. 4.7% of 360,000 active; in the data active = activity change below about -50%; inconclusive = mostly about -30% to -49%; note: % is set by controls: 0 for no effect and ±100 for the full control effect
#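 Secreted IL-1B measured by AlphaLISA bead assay after 16 h compound exposure of THP-1 cells; compounds (final up to 57.5 uM) added 1 h before LPS (250 ng/mL) and ATP (1.25 mM) stimulation; lower signal means less secretion.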
# The depositor's hits bear a star; i = inactive; ? = inconclusive; nt = not tested or not shown; & = joins results of further samples; [ ] = dose if it differs, or a comment. Unless noted, calls come from the whole dose curve; as a rule, active = well fitted curve in the direction sought with a large enough effect; inconclusive = small, poorly fitted or top-dose-only effect, or another doubt; inactive = no such curve, though single readings can be large; an effect the other way counts as inactive or inconclusive.
# The opening 2 compounds, ahead of the listing:
item	compound	HT1080NT lethal	MCF10A rereplic	SW480 rereplic	KB-V1 MDR tox	KB-3-1 tox	ATXN2 expr inh	HT1080 IDH1KD tx	IL1B secr inh	ATXN viability
1	Cc1ccc2[nH]c(CSc3nnc(NC(=O)COc4ccccc4C)s3)cc(=O)c2c1	nt	nt	nt	0.0%	-2.4%	0.4%	nt	nt	i
2	Nc1ccc(S(=O)(=O)Nc2ccc(C(=O)c3ccccc3)cc2)cc1	-4.9%	-2.4%	2.2%	0.2%	11.5%	2.5%	-0.2%	?	i

# Main list, previewed entries included:
item	compound	HT1080NT lethal	MCF10A rereplic	SW480 rereplic	KB-V1 MDR tox	KB-3-1 tox	ATXN2 expr inh	HT1080 IDH1KD tx	IL1B secr inh	ATXN viability
1	Cc1ccc2[nH]c(CSc3nnc(NC(=O)COc4ccccc4C)s3)cc(=O)c2c1	nt	nt	nt	0.0%	-2.4%	0.4%	nt	nt	i
2	Nc1ccc(S(=O)(=O)Nc2ccc(C(=O)c3ccccc3)cc2)cc1	-4.9%	-2.4%	2.2%	0.2%	11.5%	2.5%	-0.2%	?	i
3	NC(=O)CC(NC(=O)Cc1ccc(Br)cc1)c1ccc(NCc2ccc(F)cc2)c([N+](=O)[O-])c1 (stereo unspecified)	?	-26.7%	-19.0%[9.22 µM]	-4.3%	-11.4%	?	?	24.0	?
4	Cc1cc(NC(=O)c2cc(-c3ccc(O)cc3)on2)no1	-13.4%	0.7%	-4.5%	?	1.2%	nt	?	-4.2	i
5	Oc1ccccc1-c1nc(N2CCCC2)c2ccccc2n1	11.6%	2.0%	-4.5%	-2.8%	14.8%	7.9%	12.7%	?	i
6	CCOC(=O)c1ccc(NC(=O)c2cc(S(=O)(=O)N3CCOCC3)cn2C)cc1	1.7%	13.5%	-10.8%	-5.1%	-0.7%	2.1%	6.4%	-1.4	i
7	CCc1ccc(OCc2ccc(C(=O)OC)o2)cc1	4.0%	-5.8%	-3.4%	-14.0%	0.0%	41.9%[activator]	-0.6%	9.2	i
8	CCOC(=O)N1CCC(N(CCCOC)C(=O)Nc2ccc(CC)cc2)CC1	-15.0%	9.8%	11.7%	-25.1%	11.2%	0.3%	13.2%[9.24 µM]	7.1	i
9	CCCC(=O)c1ccc(N2CCCCC2)c(F)c1	27.1%	3.3%	-6.1%	6.9%	14.4%	7.3%	29.6%	-6.4	i
10	CC(C)NC(=O)C1C(c2ccc(C(F)(F)F)cc2)=Nc2ccccc2N1C(=O)c1ccccc1 (stereo unspecified)	-23.5%	nt	nt	-21.2%	?	nt	?	47.2	nt
11	COc1cccc(-n2c(Cc3cc(=O)[nH]c(=O)[nH]3)nnc2SCC(=O)NC2CCCCC2)c1	1.7%	-1.6%	-4.1%	-8.6%	16.0%	1.1%	9.4%	4.4	i
12	O=C(Nc1cc(S(=O)(=O)Nc2ccccc2Cl)ccc1O)c1ccc(F)cc1F	?	?	-4.7%	-0.8%	-26.0%	-24.3%	-7.8%	23.2	i
13	Cn1cc(S(=O)(=O)Oc2ccccc2)c(=O)n(C)c1=O	15.6%	-4.1%	-1.6%	0.2%	11.5%	-13.4%	7.7%	-16.9	i
14	CCn1cc(CN2CCC(C(=O)Nc3cccc(-c4cccc(OC)c4)c3)CC2)c(C)n1	7.3%	-2.8%	1.4%	nt	nt	4.9%	-1.0%	5.3	i
15	Cc1ccc(C(=O)N/C(=C\c2cccnc2)C(=O)N2CCCC2)cc1	-6.7%	3.7%	?	0.0%	-11.4%	2.3%	-7.7%	-9.4	?
16	COc1ccc(N(CC(=O)N2CCN(c3ccccc3F)CC2)S(=O)(=O)c2c(C)n[nH]c2C)cc1	-6.7%	-2.3%	-2.6%	?	-2.9%&-1.5%	-24.1%&-10.3%	10.6%	-13.1	i
17	Nc1c(C2=NCCO2)nnn1Cc1ccccc1	0.4%	0.0%	-5.5%	1.7%	10.1%	3.6%	0.7%	-0.3	i
18	Fc1cccc(CNc2ncnc3cc(Cl)ccc23)c1F	-16.2%	0.3%	0.5%	-1.6%	?	nt	-19.0%	15.3	i
19	CCCCCCCCNc1nc(Cl)nc(NCCN2CCOCC2)n1	4.4%	-4.1%	-15.4%	?	-6.7%	-1.7%	6.8%	-4.4	i
20	OCC[C@H]1C[C@@H](O)[C@H](O)[C@@]2(OCc3ccccc32)O1	-2.3%	10.0%	-7.7%	?	0.0%	5.3%	1.6%	0.0	i
21	CC(=O)c1cccc(NC(=S)NNC(=O)c2ccc(C)c([N+](=O)[O-])c2)c1	-6.9%	?	-7.0%	-7.4%	-0.2%	-28.6%	-3.3%	-12.7	i
22	O=C(NCC12CC3CC(CC(C3)C1)C2)c1cc2nc(-c3ccccc3)cc(C(F)(F)F)n2n1	nt	nt	nt	?	?	12.1%	nt	nt	i
23	COc1ccccc1Nc1c2c(nc3ccc(N)cc13)CCCC2	2.0%	-0.6%	?	-9.5%	-15.9%	nt	-0.8%	-12.0	i
24	COC(=O)c1sccc1NC(=O)c1ccoc1C	-4.1%	?	?	-4.2%	9.9%	1.8%	7.0%	16.2	i
25	CSc1oc(-c2ccc(F)cc2)nc1S(=O)(=O)c1ccccc1	1.1%	9.4%	8.1%	-14.8%	-5.8%	0.3%	1.5%	13.2	i
26	Cc1c(NC(=O)c2ccc(C(C)(C)C)cc2)cccc1[N+](=O)[O-]	0.2%	15.1%	26.6%	?	6.5%	43.8%[activator]	-24.5%	-51.7*	i
27	Cc1ccc(C)c(NC(=S)/C(=C(\[O-])c2ccc(Cl)s2)[n+]2ccccc2)c1	-8.2%	0.651µM*	-10.2%	8.3%	5.2%	-0.3%	0.2%	42.5	?
28	CS(=O)(=O)N1CCc2cc(C(=O)Nc3ccc(COCC(F)(F)F)cc3)ccc21	-23.8%	11.2%	-25.5%	-7.5%	-21.8%	20.0%	-4.1%	2.4	?
29	Cc1ccc(C(=O)Nc2cnc3ccccn3c2=O)cc1	11.3%	-12.5%	-3.2%	22.1%&0.0%	0.5%&15.1%	0.4%&-19.8%	4.4%	-3.6	?
30	CC(Oc1ccccc1)C(=O)Nc1cccc(F)c1 (stereo unspecified)	-6.3%	7.1%	-4.5%	-0.8%	-3.4%	-11.0%	-1.3%	-6.7	i
31	CCOC(=O)c1c(NC(=O)/C=C/c2ccc3c(c2)OCO3)sc(C)c1CC	-1.8%	8.2µM*	2.1%	-1.1%	20.6µM*	-18.2%	-5.7%	?	i
32	CCc1c(C2(O)CCCCC2)[nH]c2c(C(=O)OC)cc(Cl)cc12	?	?	0.5%	-15.6%	-13.7%	-26.7%	?	29.2	?
33	OC(c1ccc(Cl)c(F)c1)c1ncc(-c2ccc(Cl)cc2)[nH]1 (stereo unspecified)	?	nt	nt	-3.9%	-0.1%	?	?	?	?
34	Cc1ccccc1C(OCCN(C)C)C1CCCCC1 (stereo unspecified)	-1.1%	22.2%	-0.6%	-19.9%	-2.4%	-16.5%	-0.6%	-55.7*	i
35	O=[N+]([O-])c1cccc(S(=O)(=O)N2CCN(S(=O)(=O)N3CCCCCC3)CC2)c1	2.3%	?	-4.4%	-9.3%	11.4%	-0.6%	11.8%	10.0	i
36	COc1ccc(-n2cnc(=S)[nH]c2=S)cc1	?	0.9%	?	2.6%	-4.4%	23.0%	-9.2%	?	i
37	CC(C)Oc1ccc(S(=O)(=O)N2CCOCC2)cc1NC(=O)C1COc2ccccc2O1 (stereo unspecified)	-2.6%	-0.7%	4.2%	-1.4%	-0.4%	nt	-14.3%	-8.4	?
38	c1ccc2c(-c3ccc4nncn4c3)cncc2c1	0.7%	nt	nt	10.6%	-0.3%	43.0%[activator]	29.8%	13.8	i
39	Cc1cc(NC(=O)C2CCN(C(=O)c3ccco3)CC2)ccc1Br	-9.9%	11.4%	1.7%	?	-9.7%	-10.1%	-2.8%	-2.0	i
40	O=C1C=C(O)C(n2cncn2)C(c2ccc3c(c2)OCO3)C1 (stereo unspecified)	6.0%	0.9%	1.1%	0.1%	1.7%	-5.2%	-1.0%	16.6	i
41	COc1ccc(C)cc1-n1nnnc1SCc1cn2ccsc2n1	-14.9%	-2.8%	1.0%	-25.9%	2.4%	-6.9%	-16.1%	8.4	i
42	CC(=O)Nc1ccc(C(=O)COC(=O)C2CC2)c(F)c1	18.9%	-29.3%	-46.4%[inhibitor]	?	-2.0%	19.3%	8.9%	-0.7	i
43	C=CCN(CC=C)C(=O)CN1C(=O)NC(Cc2c[nH]c3ccccc23)C1=O (stereo unspecified)	-18.0%	1.4%	4.9%	12.3%	8.6%	-9.7%	6.3%	1.5	i
44	COC(=O)c1cc(=O)nc(NNC(C)=O)s1	22.7%	nt	nt	2.4%	0.0%	5.3%	1.4%	23.1	i
45	Cc1cccc(Cc2ncc(C(F)(F)F)cc2Cl)c1	11.5%	-3.1%	15.5%	5.4%	8.7%	nt	8.5%	2.0	i
46	CCOC(=O)c1[nH]c(C)c(C(=O)NC)c1C	0.4%	0.8%	-12.4%	0.0%	0.6%	5.3%	4.4%	-7.7	i
47	Cc1ccc(-n2nnnc2SCC(=O)N2CCN(C(=O)c3ccco3)CC2)c(C)c1	-1.1%	13.5%	-2.4%	-0.5%	7.4%	-9.2%	0.9%	-9.6	i
48	CCOC(=O)c1c(-c2ccccc2)nc2c(C)cccn12	7.6%	?	13.9%	-6.4%	1.6%	0.0%	17.0%	10.7	i
49	CC(C)N1C(=S)N(Cc2ccco2)C(=O)C1CC(=O)Nc1ccccc1 (stereo unspecified)	-0.2%	-4.4%	15.7%	?	0.9%	-20.0%	-1.7%	-18.4	i
50	COc1ccc(Br)cc1/C=N/n1nnnc1N	14.2%	-3.0%	-9.8%	?	17.1%	-8.0%	19.0%	?	i
51	CC1CN(C(=O)CN2C(=O)NC3(CCCC3)C2=O)C(=Nc2cccc(S(=O)(=O)N(C)C)c2)S1 (stereo unspecified)	2.2%	2.0%	-9.0%	?	9.4%	6.8%	11.6%	-1.0	i

# Compound activity as filed in PubChem.
